# Screening data (PubChem BioAssay)
# uPA generation: inhibitors of cell surface uPA generation; cell surface uPA generation assay, qHTS; Potency, µM (highest dose often 38.3 µM), without a hit: top-dose activity change, negative = inhibition, actives largely listed as inhibitors; 0.31% of 330,000 active; AID 540303; active = well fitted inhibition curve with a large enough effect; inconclusive = small, poorly fitted or top-dose-only effect; inactive = no such curve, though single readings can be large or run the other way; tested in mouse RAW 264.7 cells; note: potency is the fitted concentration of half-maximal effect; % is set by controls: 0 for no effect and ±100 for the full control effect; nearly all actives have a fitted effect of over 55% in size
# S-ASM inh: blocks human secretory acid sphingomyelinase | P17405 | placental ASM, HMU-PC fluorogenic substrate, 60 min | Potency, µM (top dose mostly 57.5 µM), inactives show top-dose activity change, negative = inhibition, usual class: inhibitors | 0.006% of 340,000 active; note: potency is the fitted concentration of half-maximal effect
# Target sequence (P17405 47-631 limits assumed): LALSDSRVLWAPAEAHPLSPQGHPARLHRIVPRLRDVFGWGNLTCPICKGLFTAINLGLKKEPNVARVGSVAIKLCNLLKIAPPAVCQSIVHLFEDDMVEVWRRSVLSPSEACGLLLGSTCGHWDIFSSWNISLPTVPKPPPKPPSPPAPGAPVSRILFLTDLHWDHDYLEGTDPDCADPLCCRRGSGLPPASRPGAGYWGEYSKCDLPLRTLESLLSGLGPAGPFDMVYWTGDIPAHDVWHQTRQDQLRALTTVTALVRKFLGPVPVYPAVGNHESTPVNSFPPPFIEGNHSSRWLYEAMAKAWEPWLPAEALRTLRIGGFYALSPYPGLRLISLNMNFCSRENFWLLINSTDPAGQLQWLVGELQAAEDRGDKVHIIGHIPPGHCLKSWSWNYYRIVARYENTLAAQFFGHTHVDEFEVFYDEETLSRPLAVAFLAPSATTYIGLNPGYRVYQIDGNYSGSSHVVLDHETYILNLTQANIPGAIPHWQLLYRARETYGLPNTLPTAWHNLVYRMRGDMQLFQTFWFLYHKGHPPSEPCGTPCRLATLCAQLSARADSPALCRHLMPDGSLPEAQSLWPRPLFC
#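 Fluorescence read-out (Ex 386 nm, Em 447 nm) after stopping the reaction at pH 10. Enzyme: ASM from human placenta; substrate HMU-PC0, 9 uM final; 60 min, 37 °C. Compound preincubation 10 min, ambient temperature.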
# B2AR arrestin: beta2AR (human) beta-arrestin recruitment activity. P07550. Potency, µM (titrated, usually from 46.1 µM), for the others: top-dose activation, usual class: activators. beta-arrestin recruitment to beta2AR, cell-based reporter. 0.02% of 330,000 active;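 note: potency is the fitted concentration of half-maximal effect; 0% = DMSO controls and full agonism = EC100 isoproterenol or metaproterenol; nearly all actives have a fitted effect of over 65% in size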
# Target sequence (P07550 whole entry, looked up): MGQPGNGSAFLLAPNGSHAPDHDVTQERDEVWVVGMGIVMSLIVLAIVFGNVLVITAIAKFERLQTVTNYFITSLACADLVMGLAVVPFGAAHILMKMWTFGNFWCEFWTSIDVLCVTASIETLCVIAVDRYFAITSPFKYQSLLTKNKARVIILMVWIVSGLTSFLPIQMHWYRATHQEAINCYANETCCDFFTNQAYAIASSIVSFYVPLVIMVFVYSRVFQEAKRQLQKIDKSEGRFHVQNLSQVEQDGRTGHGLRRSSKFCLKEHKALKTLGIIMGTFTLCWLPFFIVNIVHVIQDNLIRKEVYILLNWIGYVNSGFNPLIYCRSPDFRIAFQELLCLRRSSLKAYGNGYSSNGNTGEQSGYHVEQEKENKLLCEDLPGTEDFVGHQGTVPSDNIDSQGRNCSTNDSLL
# BRCA1 expr act: BRCA1 expression activation | MCF7-BRCA1-FFLuc reporter, luminescence, 48 h; response scale: scaled: vehicle 0%, 10 µM genistein 100% | Potency, µM (highest dose often 46.1 µM), for inactives: at the top dose activation, hits mostly activators | 1.1% of 380,000 active | AID 624202; note: potency is the fitted concentration of half-maximal effect; nearly all actives have a fitted effect of over 80% in size; some results filed as inactive show a strong effect at the top dose
#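 Reporter cells (MCF7, BRCA1 promoter-firefly luciferase) received library compounds across a concentration series for 48 h. End-point luminescence was measured and concentration-effect curves derived after normalization.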
# TSG101-PTAP inh: blocks PTAP/TSG101 interaction to inhibit HIV-1 budding; 340,000 tested, under 10 active; Fluorescence polarization, FITC-PTAP peptide / Tsg101 binding; Potency, µM (doses to about 115 µM), without a hit: at the highest dose activity change, negative = inhibition, actives largely listed as inhibitors; Q99816; active = well fitted inhibition curve with a large enough effect in the main read-out, with a control signal flat, not every such curve was filed as active; inconclusive = small, poorly fitted or top-dose-only effect, or effect the other way, or a change in a side signal; inactive = no such curve, though single readings can be large or run the other way; note: potency is the fitted concentration of half-maximal effect; % of control where 0% means no effect
#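 Fluorescence polarization binding of Tsg101 binding domain (10 uM final) to FITC-labeled PTAP peptide (50 nM final) in HEPES pH 7.5 buffer with NaCl, Tween 20, EDTA, TCEP. Compounds added before peptide; binding 20 min at RT.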
# ELG1 genotoxic: inducers of genotoxicity in HEK293T ELG1-luciferase cells; HEK293T ELG1-luciferase reporter, luminescence, 16 h; Potency, µM (titrated, usually from 46 µM), without a hit: top-dose activity change, positive = activation, hits mostly activators; 1.3% of 330,000 active; AID 504466; note: potency is the fitted concentration of half-maximal effect; % of control where 0% means no effect; nearly all actives have a fitted effect of over 60% in size
#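 Luminescence read-out: rising ELG1-luciferase signal, reflecting elevated ELG1 protein under genetic stress, flags genotoxic compounds. Cells were treated for 16 hr at 37 °C before ONE-Glo detection.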
# Eya2 inh: blocks the phosphatase activity of human Eya2 | Potency, µM (doses to about 76.9 µM), for inactives: top-dose activity, negative = inhibition, hits mostly inhibitors | recombinant Eya2, OMFP fluorescence dephosphorylation (OMFP is methylfluorescein phosphate) | AID 488837 | 0.006% of 330,000 active; note: potency is the fitted concentration of half-maximal effect; % is set by controls: 0 for no effect and ±100 for the full control effect
#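 Eya2 (0.2 uM) preincubated 10 min at ambient with compound, then OMFP substrate added at 50 uM; 10 min reaction in 50 mM HEPES pH 7.5, 50 mM NaCl, 5 uM MgCl2, 0.05% BSA, 1 mM DTT. Fluorescence read at Ex 485/Em 525 nm.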
# Integrin act MD: activates integrin-mediated alleviation for muscular dystrophy | alpha7betagal myoblasts, beta-gal FDG fluorescence, 48 h | Potency, µM (top dose mostly 38.3 µM), for inactives: at the top dose activation, most hits filed as activators | 0.064% of 350,000 active | AID 624291;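 note: potency is the fitted concentration of half-maximal effect; 100% = response of the positive control SU9516; nearly all actives have a fitted effect of over 60% in size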
#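 alpha7betagal+/- myoblasts (passage 13, 250/well) treated 48 h at 37C with compounds at 1:260 dilution of DMSO stock. Lysed, then beta-galactosidase activity read as FDG fluorescence (ex 480/em 540) after 30 min, with pre-read for autofluorescence.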
# p53 reactivator: mutant p53 re-activation in reporter cells; Potency, µM (highest dose often 92.2 µM), for the others: top-dose activity change, positive = activation, usual class: activators; H1299 p53-A138V BP100-luciferase reporter, luminescence, 24 h; AID 504706; 0.063% of 320,000 active; note: potency is the fitted concentration of half-maximal effect; % of control where 0% means no effect; nearly all actives have a fitted effect of over 45% in size
#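 p53-null H1299 cells stably carrying temperature-sensitive p53-A138V and a BP100-luciferase reporter were pinned with compounds (4-point, 1:5 series) and held 24 hrs at 37 deg C. Luminescence was read 10 min after detection reagent.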
# TRPV1 ag: activates the human vanilloid receptor TRPV1; activation, % at 8.33 µM; AID 540275; TRPV1-expressing cells, Fluo-8 calcium influx, agonist mode; 0.19% of 320,000 active; in the data active = activation above about 80%; inconclusive = between about 30% and that limit; note: 0% is about no effect
#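 TRPV1-expressing cells were cultured overnight at 35.5C and loaded with Fluo-8 calcium dye for 40 to 90 min at room temperature. After a 10 s baseline, compound was added and calcium influx was read kinetically for 3 min (ex 480/em 520 nm).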
# USP2a block: blocks human ubiquitin-specific protease USP2a; AID 463254; 0.01% of 330,000 active; USP2 core, Ub-CHOP2 coupled fluorogenic reporter, 485/531; Potency, µM (highest dose often 38.3 µM), for the others: at the top dose activity change, negative = inhibition, most hits filed as inhibitors; O75604;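 note: potency is the fitted concentration of half-maximal effect; plate controls were DMSO wells for no effect and full inhibition by NEM control for full effect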
#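 Cell-free coupled assay: 10nM USP2 core preincubated 30min RT with compound in Tris-HCl pH 8.0/CaCl2/CHAPS buffer, then 25nM Ub-CHOP2 and 25nM reporter substrate; fluorescence (Ex 485/Em 531) read after 60min RT, normalized to NEM inhibition, concentration-response curves fitted.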
# Active calls of the source: *; u = inconclusive; x = not tested or not shown; & = joins results of further samples; [ ] = remark or other dose. Unless noted, calls come from the whole dose curve; as a rule, active = well fitted curve in the direction sought with a large enough effect; inconclusive = small, poorly fitted or top-dose-only effect, or another doubt; inactive = no such curve, though single readings can be large; an effect the other way counts as inactive or inconclusive. Rows are unselected, and some 2.6% of all compounds hit somewhere here.
SMILES,uPA generation,S-ASM inh,B2AR arrestin,BRCA1 expr act,TSG101-PTAP inh,ELG1 genotoxic,Eya2 inh,Integrin act MD,p53 reactivator,TRPV1 ag,USP2a block
CCCOC(=O)c1c(NC(=O)CSc2nc(-c3ccco3)cc(C(F)(F)F)n2)sc(C(=O)OC)c1C,x,-3%,-0.4%,-30%,1%,1%,13%,20%,2%,3,-9%
COc1ccc(CNC(=O)N2CCN(S(=O)(=O)c3ccccc3)CC2)cc1,-1%,1%,0.6%,-14%,-5%,-1%,11%,27%,-3%,u,2%
O=C(Nc1ccccc1C(F)(F)F)c1ccccc1Br,0%,-2%,-0.3%,-33%,-5%,2%,-15%,-8%,-1%,11,-5%
N#Cc1ccccc1OCC(=O)N1N=C(c2cccs2)CC1c1ccco1 (stereo unspecified),-9%,2%,-0.4%,50%,1%,6%,13%,-18%,25%,-2,-1%
COc1cccc(N2CCN(c3nc(C)cc(=O)[nH]3)CC2)c1,14%,2%,-1.0%,u,-2%,19%,-6%,5%,x,97*,1%
CNC(=S)N(Cc1cccs1)Cc1cc2cc(OC)ccc2[nH]c1=O,-1%,35%[activator],-1.4%,-24%,-3%,-2%,3%,26%,-5%,-1,6%
COc1ccc(NC(=O)CSc2nnc3ccc(-c4cccnc4)nn23)cc1OC,-4%,-2%,0.3%,-1%,-2%,4%,-1%,-18%,1%,0,1%
Nc1csnc1C(=O)O,6%,4%,-0.1%,-1%,-6%,-1%,-5%,-3%,-2%,2,0%
Nc1nc2ccccc2n1C(=O)c1ccccc1,2.8µM*,-2%,-0.5%,u,-4%,0.65µM*,0%,-23%,-8%,-2,-1%
Cc1ccc(/C=N/NC(=O)CSc2nnc(-c3ccccc3)n2-c2ccc(Cl)cc2)o1,3%,-8%,-0.3%,-16%,-1%,-6%,3%,-16%,-12%,1,0%
CC(Oc1cccc(Cl)c1)C(=O)Nc1cc(Cl)ccc1N1CCOCC1 (stereo unspecified),9%,-9%,-0.9%,-49%,-4%,-6%,-4%,6%,5%,6,2%
COCCNC(=S)N(CCc1c(C)[nH]c2ccc(F)cc12)Cc1cccs1,-10%,-1%,-0.6%,-66%,-5%,-8%,2%,u,-5%,u,1%
CN(C)Cc1c(C(=O)N/N=C/c2cccnc2)nnn1-c1nonc1N,4%,4%,-0.4%,0%,-6%,1%,-7%,41%,3%,12,-2%
O=C(C1CC1)N1CCN(c2ccnc3cc(Cl)ccc23)CC1,-5%,3%,0.0%,-17%,0%,-15%,-7%,11%,-6%,21,4%
CCCNc1nc(Nc2ccc(C)c(Cl)c2)c2cnn(C)c2n1,0%,-24%,0.4%,-55%,-2%,-6%,-5%,-20%,-4%,u,4%

# 2 entries from above, bar-delimited.
Structure | uPA generation | S-ASM inh | B2AR arrestin | BRCA1 expr act | TSG101-PTAP inh | ELG1 genotoxic | Eya2 inh | Integrin act MD | p53 reactivator | TRPV1 ag | USP2a block
CN(C)Cc1c(C(=O)N/N=C/c2cccnc2)nnn1-c1nonc1N | 4% | 4% | -0.4% | 0% | -6% | 1% | -7% | 41% | 3% | 12 | -2%
CNC(=S)N(Cc1cccs1)Cc1cc2cc(OC)ccc2[nH]c1=O | -1% | 35%[activator] | -1.4% | -24% | -3% | -2% | 3% | 26% | -5% | -1 | 6%

# Later entries:
SMILES,uPA generation,S-ASM inh,B2AR arrestin,BRCA1 expr act,TSG101-PTAP inh,ELG1 genotoxic,Eya2 inh,Integrin act MD,p53 reactivator,TRPV1 ag,USP2a block
CCOCCCNC(=O)CN1C(=O)/C(=C\c2ccc(C)cc2)Sc2ccccc21,10%,-1%,0.0%,-12%,0%,-2%,-17%,-15%,-8%,u,1%
N#Cc1ccc(NC(=O)NN2CCCCCC2)cc1,-3%,0%,x,-11%,-1%,x,x,22%,x,x,x
O=C1CN(C(=O)COc2ccc(F)cc2Cl)c2ccccc2N1,10%,7%,-0.5%,0%,-3%,3%,-3%,11%,-2%,-10,2%
COc1ccc(OCCN2C(=O)c3cccc(N)c3C2=O)cc1,2%,151%[activator],-0.4%,u,-5%,20%,-23%,33%,16%,0,-8%
CN(C)C(CNC(=O)CCCN1C(=O)c2cccc3cccc(c23)C1=O)c1ccccc1 (stereo unspecified),-8%,-1%,0.2%,18%,-4%,-14%,-19%,-49%,-3%,-3,-1%
FC(F)(F)COc1nc(N2CCCCC2)nc(N2CCNCC2)n1,-2%,-1%,-0.2%,-9%,0%,-3%,-25%,-20%,30%,-9,5%
CCn1ccc(C(=O)Oc2ccc(Cl)cc2)n1,-2%,1%,-1.1%,-16%,-3%,2%,-12%,20%,1%,-1,0%
O=C1C(c2cc(=O)c3ccccc3[nH]2)=C(O)c2ccccc21,-11%,-1%,0.2%,31%,-6%,8.2µM*,-1%,4%,u,-1,1%
O=c1oc(-c2ccccc2[N+](=O)[O-])nc2ccccc12,-5%,1%,-0.1%,17%,-1%,-4%,17%,7%,4%,6,1%
CC(C)(C)OC(=O)N/N=C/c1ccc(C(=O)O)cc1,-3%,1%,-0.4%,16%,4%,-2%,13%,-4%,25%,2,0%
O=C(O)c1ccc(Cl)c(S(=O)(=O)Nc2ccc3[nH]c(=O)[nH]c3c2)c1,5%,4%,0.1%,6%,-14%,0%,13%,20%,6%,1,3%
O=C(COC(=O)CSc1ccc(Cl)cc1)Nc1ccccc1,u,-10%,0.4%,5%,-2%,-1%,-17%,6%,0%,15,-1%
Cc1ccc2oc(=O)n(Cc3ccccc3)c2c1,1%,3%,0.1%,13%,-4%,4%,-2%,-19%,x,24,1%
COC(=O)Cc1ccc(NC(=S)NC2CC2)cc1,3%,1%,-0.2%,29%,0%,0%,6%,34%,-2%,-1,-1%
COc1cccc(NC(=O)c2cnn(-c3ccccc3)c2C)c1,10µM*,1%,0.4%,u,1%,1.8µM*,-2%,-9%,-26%,12,-1%
Cc1ccnc2nc(C(=O)OCC(=O)Nc3ccc4c(c3)OCCO4)nn12,-2%,0%,-0.3%,16%,-6%,1%,-3%,1%,10%,x,2%
Cc1ccc(Nc2nnns2)cc1,2%,2%,-0.8%,-13%,-2%,1%,1%,-7%,0%,-1,3%
Cc1csc(=O)n1CCC(=O)OC(C)C(=O)NCc1ccccc1 (stereo unspecified),1%,5%,-0.4%,19%,-2%,-1%,4%,3%,-1%,x,-1%
CC1CCCCN1C(=O)COC(=O)c1cc(-c2cccs2)nn1-c1ccccc1 (stereo unspecified),-15%,-2%,-0.2%,3%,-8%,-2%,-21%,6%,3%,18,0%
CC(=O)N1CCc2cc(S(=O)(=O)CCC(=O)NCc3cccs3)ccc21,5%,4%,0.3%,-30%,-7%,0%,17%,-14%,-3%,-2,1%
COc1ccc(OC)c(S(=O)(=O)Nc2ccc(-c3ccc4nncn4n3)cc2)c1,-10%,-8%,-0.2%,-50%,-2%,-6%,25%,6%,-11%,0,4%
CCN(Cc1nc2cc(Cl)ccc2c(=O)[nH]1)C(=O)COc1ccccc1Cc1ccccc1,7%,-25%,-0.1%,-44%,-1%,-1%,-1%,-52%[inhibitor],-2%,2,1%
CCOc1cnn(-c2ccccc2)c(=O)c1Cl,4%,3%,0.3%,-4%,2%,u,-13%,-55%[inhibitor],-14%,-4,-1%
Nc1[nH]n2c(=O)cc(-c3ccccc3)nc2c1N=Nc1ccc(S(N)(=O)=O)cc1,-1%,-12%,-0.6%,-3%,-5%,0%,-5%,u,1%,-4,1%
COc1ccc(CNS(=O)(=O)c2cc3c4c(c2)CCN4C(=O)CC3)cc1,-3%,3%,0.1%,-35%&8%,1%,0%,0%,20%,0%,-1,1%
CN(C)c1ccc(NC(=O)N2CCOCC2)cc1,0%,2%,0.3%,70%,-5%,15%,-5%,12%,u,14,5%
N#CCCN(C(=O)CSc1nc2nc(-c3cccs3)cc(C(F)(F)F)c2c(=O)[nH]1)c1ccccc1,2%,232%[activator],0.4%,-21%,-6%,0%,-5%,-5%,-2%,-4,7%
COc1cccc2c1OCC(C(=O)Nc1nccs1)=C2,-9%,-5%,0.0%,4.5µM*,0%,u,4%,-30%,12%,1,6%
Cc1c(N=Cc2c(O)n(Cc3ccco3)c(=O)c3ccccc23)c(=O)n(-c2ccccc2)n1C,9%,52%[activator],-0.3%&-0.9%,-26%,-14%,-8%&-7%,-4%&-13%,-9%,-11%&-5%,0&2,-1%&2%
Cc1ccc(C(=O)O/N=C(\N)c2ccccn2)c(Cl)c1,u,0%,0.2%,-69%[inhibitor],-2%,u,-1%,u,-10%,12,-1%
CCCCCCCCNC(CO)(CO)CO,2%,2%,-0.3%,-25%,-1%,-6%,-8%,0%,-9%,5,2%
